Screens as filed in PubChem BioAssay.
D1 agonist: agonists of human D1 dopamine receptor; P21728; HEK293 T-REx D1 cells, calcium flux, agonist mode; activation, % at 2 µM; 360,000 compounds, 1% hits; AID 504660; also: 0% is about no effect
Target sequence (P21728 whole entry, looked up): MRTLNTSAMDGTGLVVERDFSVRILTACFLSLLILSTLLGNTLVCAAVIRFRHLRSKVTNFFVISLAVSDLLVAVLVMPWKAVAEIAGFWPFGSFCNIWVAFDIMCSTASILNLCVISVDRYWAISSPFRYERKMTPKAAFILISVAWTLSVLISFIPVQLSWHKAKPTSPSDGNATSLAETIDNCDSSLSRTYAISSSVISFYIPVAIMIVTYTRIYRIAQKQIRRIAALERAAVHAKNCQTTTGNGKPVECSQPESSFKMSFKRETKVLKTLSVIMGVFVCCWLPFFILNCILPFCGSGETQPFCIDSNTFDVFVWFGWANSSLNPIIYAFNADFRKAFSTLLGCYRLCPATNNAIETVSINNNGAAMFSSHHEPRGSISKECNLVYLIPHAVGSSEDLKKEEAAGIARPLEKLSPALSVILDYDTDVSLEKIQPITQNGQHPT
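Agonism was scored from calcium flux recorded over 180 s (1 read/s) after pintool compound addition, following a 10-cycle baseline. Cells were inducible force-coupled HEK293 TREx D1, plated overnight at 30 C and loaded with no-wash calcium dye.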
TRHR ag: agonists of human TRH receptor; P34981; TRHR cells, calcium flux fluo-8, FDSS agonist mode; activation, % at 2 µM; 360,000 compounds, 0.18% hits; AID 493084; also: 0% is about no effect
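Agonist-mode FDSS calcium read (Ex 480/Em 530, 1 s cycles) in 1536-well TRHR cells with fluo-8 dye, after 10-cycle baseline and 23 nL compound addition; TRH at EC20 (10 nM final) added afterwards for the enhancer phase.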
RXFP1 antagonist: RXFP1 (human) relaxin receptor antagonism. Q9HBX9. HEK293-RXFP1, relaxin-stimulated cAMP HTRF, 30 min; hits give low values. activity change, negative = inhibition, % at 57.5 µM. 350,000 compounds, 0.59% hits. AID 1259400;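 active = activity change of -60% or lower, but not beyond a set lower limit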; also: % is scaled to controls: 0 for no effect and ±100 for the full control effect
D2 antag: antagonists of human D2 dopamine receptor | HEK293 TREx D2 cells, calcium flux, dopamine EC80 | inhibition, % at 10 µM | 340,000 compounds, 2% hits | AID 485344; in the data active = inhibition above about 30%; also: 0% is about no effect
Target sequence (P14416 whole entry, looked up): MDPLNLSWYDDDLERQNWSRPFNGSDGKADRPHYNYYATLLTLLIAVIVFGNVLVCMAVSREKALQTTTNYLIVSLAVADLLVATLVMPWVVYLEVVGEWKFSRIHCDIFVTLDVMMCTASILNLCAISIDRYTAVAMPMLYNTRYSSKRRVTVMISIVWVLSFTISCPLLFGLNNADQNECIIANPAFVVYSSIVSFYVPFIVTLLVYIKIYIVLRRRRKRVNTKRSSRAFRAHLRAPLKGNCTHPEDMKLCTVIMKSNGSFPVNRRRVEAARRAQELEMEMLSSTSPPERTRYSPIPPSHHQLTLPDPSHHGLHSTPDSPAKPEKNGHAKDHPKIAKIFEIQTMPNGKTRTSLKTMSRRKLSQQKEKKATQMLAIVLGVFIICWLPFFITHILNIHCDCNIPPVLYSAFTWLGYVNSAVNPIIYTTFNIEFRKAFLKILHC
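Dopamine at EC80 is the agonist stimulus; test compounds precede it by 180 s. Calcium flux read kinetically in a force-coupled, inducible HEK293 T-REx D2 cell line.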
D1 PAM: enhances dopamine response at the human D1 receptor. P21728. HEK293 TREx D1 cells, calcium flux, dopamine EC20 potentiation. potentiation, % at 10 µM. 360,000 compounds, 0.036% hits; in the data active = potentiation above about 30%; also: 0% is about no effect
D2 agonist: activates the human D2 dopamine receptor | activation, % at 2 µM | HEK293 T-REx D2 cells, calcium flux agonist mode | AID 485358 | 340,000 compounds, 0.53% hits;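 active = activation over 3 SD above normal in the single-dose calcium agonist read, cut at about 30% in these data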; also: 0% is about no effect
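In this primary screen, compounds producing a positive calcium signal within 180 s of addition to tetracycline-induced, force-coupled HEK293 Trex D2 cells are flagged; cells are dye-loaded with a no-wash calcium kit beforehand.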
TRHR enhancer: allosterically enhances the human TRH receptor. 360,000 compounds, 0.66% hits. enhancement, % at 2 µM. TRHR cells, fluo-8 calcium fluorescence, EC20 TRH enhancement. P34981; in the data active = enhancement above about 30%; also: 0% is about no effect
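Enhancer read-out: after compound pinning and an initial kinetic agonist-mode read, an EC20 of TRH (10 nM final) was injected and fluo-8 calcium signal (Ex 480/Em 530) followed at 1 s/cycle for 100 cycles in TRHR-expressing cells.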
D1 antagonist: antagonists of human D1 dopamine receptor. P21728. HEK293 TREx D1 cells, calcium flux, dopamine EC80; hits give low values. activity change, negative = inhibition, % at 10 µM. 360,000 compounds, 3.2% hits; in the data active = activity change below about -30%; also: % is scaled to controls: 0 for no effect and ±100 for the full control effect
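Allosteric or orthosteric antagonism assessed as attenuation of the calcium response to EC80 dopamine, added 180 s after compound, in induced HEK293 Trex D1 cells loaded with no-wash calcium dye.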
D2 PAM: positively modulates the human D2 dopamine receptor allosterically; P14416; HEK293 T-REx D2, calcium flux, EC20 dopamine potentiation; potentiation, % at 10 µM; 340,000 compounds, 0.34% hits; AID 485347;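 active = potentiation over 3 SD above the plate norm, cut at about 30% in these data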; also: 0% is about no effect
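Primary screen. Calcium kinetics in induced HEK293 T-REx D2 cells: compound pre-addition 180 s, EC20 dopamine, 180 s more.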
Numbers without * were called inactive; · = not tested or not shown. Rule as the data show it, unless noted: active = activation above about 30%; inactive = the rest.

The opening four entries, ahead of the listing:
The line under a structure holds: D2 PAM, D1 antagonist, RXFP1 antagonist, D1 PAM, D2 antag, D2 agonist, TRHR ag, D1 agonist, TRHR enhancer
> COc1ccc(C(C(=O)NCc2ccc(F)cc2)N(Cc2cccnc2)C(=O)c2snc(C(N)=O)c2N)cc1 (stereo not drawn)
  -7, -9, 11, -5, -11, 0.0, 0.0, 1, -9
> N#Cc1ccccc1OCC(=O)NNC(=O)CNC(=O)c1cccc(Br)c1
  -7, 1, 2, 2, -13, -0.1, 0.0, 2, 11
> CCSc1nc2c(c(-c3ccc(C)o3)c1C#N)CCCC2
  5, -2, -13, -1, 21, -0.5, -1.0, 2, -2
> O=C(NCc1ccccn1)Nc1ccccc1
  11, -11, -5, 8, 5, -0.1, 0.1, 2, 6

The whole of this part (from the top)
The line under a structure holds: D2 PAM, D1 antagonist, RXFP1 antagonist, D1 PAM, D2 antag, D2 agonist, TRHR ag, D1 agonist, TRHR enhancer
> COc1ccc(C(C(=O)NCc2ccc(F)cc2)N(Cc2cccnc2)C(=O)c2snc(C(N)=O)c2N)cc1 (stereo not drawn)
  -7, -9, 11, -5, -11, 0.0, 0.0, 1, -9
> N#Cc1ccccc1OCC(=O)NNC(=O)CNC(=O)c1cccc(Br)c1
  -7, 1, 2, 2, -13, -0.1, 0.0, 2, 11
> CCSc1nc2c(c(-c3ccc(C)o3)c1C#N)CCCC2
  5, -2, -13, -1, 21, -0.5, -1.0, 2, -2
> O=C(NCc1ccccn1)Nc1ccccc1
  11, -11, -5, 8, 5, -0.1, 0.1, 2, 6
> CCCNc1c(NS(=O)(=O)c2cccc(C#N)c2)c(=O)oc2ccccc12
  1, -2, -4, 2, -8, -0.1, -0.4, 0, -5
> O=C(/C=C/c1ccc2c(c1)OCCCO2)c1ccccc1O
  7, -10, -11, 0, -3, -0.6, -0.3, 1, -3
> CN(CC(=O)Nc1cccc(F)c1)C(=O)C1CSC2(C)CCC(=O)N12 (stereo not drawn)
  -11, -2, -1, 5, 15, 0.6, 1.7, 2, -7
> CC1CCCC(NC(=O)CN(C)S(=O)(=O)c2cccc3cccnc23)C1C (stereo not drawn)
  -21, -22, ·, -10, -20, -2.0, 0.1, 1, 25
> CCN(CC(=O)NCc1ccc(F)cc1)C(=O)COc1ccc(C)c(C)c1
  ·, 1, ·, -1, ·, ·, 0.1, 0, -5
> CC(=O)Nc1cccc(-c2csc(Nc3ccc(Cl)cn3)n2)c1
  8, 1, -15, -7, -3, 0.0, -0.5, 1, 3
> COc1ccc(CN2CCN(CCc3ccccc3)C(CCO)C2)c(O)c1 (stereo not drawn)
  -2, -6, 4, -7, -16, 1.5, -0.8, 4, -3
> CCOC(=O)c1sc2nc(C(C)C)c3c(c2c1N)CCC3
  1, -11, -13, -4, 16, 1.7, 0.9, 0, -4
> Clc1ccccc1OCc1nn[nH]n1
  -5, 9, 0, 2, -7, -0.8, -0.4, 4, 0
> CCCn1c(C)nc2cc(Cl)c(N3CCN(c4nc(-c5ccc(C)cc5)cs4)CC3)cc21
  3, 0, ·, -7, 40*, -0.4, -0.2, 1, 5
> CCOc1ccccc1NC(=O)c1c(NC(=O)C(C)Oc2ccc(Cl)cc2)sc2c1CCCCC2 (stereo not drawn)
  5, 7, -9, 0, ·, 0.2, -1.1, 0, -2
> COc1ccc(CN(C(=O)c2snc(C(N)=O)c2N)C(C(=O)NC2CCCC2)c2cc(OC)ccc2OC)cc1 (stereo not drawn)
  9, 2, -8, 3, 1, -0.6, -0.7, 9, 34*
> CCCCCn1nc(C(=O)N(CC(C)C)c2c(N)n(CCCC)c(=O)[nH]c2=O)c2ccccc2c1=O
  14, 3, -14, -3, 8, 0.8, 0.4, -1, -4
> COc1ccc(N2C(=O)C3CCCN3C2=O)cc1 (stereo not drawn)
  8, -34*, -4, -2, -34, -0.8, 0.3, -1, 4
> CCN1CCc2c(sc(NC(=S)NC(=O)c3ccc(Cl)cc3)c2C(N)=O)C1
  -12, 1, -110*, -10, -12, 44*, 1.4, 1, 23
> Cc1cc([N+](=O)[O-])nn1CC(=O)N/N=C/c1ccccc1F
  -10, -4, 6, 1, 5, -1.0, -2.0, 0, -5
> COc1ccc2nc(NC(=O)c3ccoc3C)sc2c1
  2, -13, 0, -5, 0, 0.3, 0.6, 5, 3
> COc1cc(/C=N/n2cnn(Cc3ccccc3Cl)c2=S)cc(OC)c1OC
  8, -7, -14, 0, -1, -0.1, 0.1, 4, -1
> CCOC(=O)c1ccccc1NC(=O)COC
  5, -3, -2, 2, 12, -0.9, -0.2, 1, 6
> COc1cccc(NC(=O)c2cnn(-c3ccccc3)c2C)c1
  -3, -3, 6, -4, -12, -0.5, -0.4, 4, 2
> Cc1ccc2c(c1)N(CC(=O)NCCc1ccccc1)C(=O)c1cccnc1O2
  1, 3, -21, -5, -15, -0.2, -0.4, -1, 6
> CCOc1ccc(Cc2c(C)[nH]c3ccc(C(=O)O)cc3c2=S)cc1
  -3, 6, 3, -2, -11, 0.1, 0.5, 4, 1
> CC(=O)Oc1c(Cl)c(N2CCOCC2)c(OC(C)=O)c2ccccc12
  -2, 4, 1, 0, -4, 1.5, -0.3, 0, -1
> COCCn1c(-c2ccc(C)cc2)nc2oc3cc(OC)ccc3c(=O)c2c1=O
  10, 13, -3, 7, -17, -2.7, -4.3, -1, 4
> Cc1ccc(C)c(Cn2nc(-c3ccccc3)ccc2=O)c1
  -2, 20, -21, 2, 14, 0.6, 0.1, 2, 20
> N/C(=N\OC(=O)c1ccco1)c1cccnc1
  0, -4, 2, -1, 17, 1.7, 0.6, 3, -4
> Cc1sc2ncn(CC(=O)NCc3ccccn3)c(=O)c2c1S(=O)(=O)N1CCOCC1
  49*, -14, 0, -4, -2, 0.3, 0.5, -1, -1
> COc1ccccc1N1CCN(C(=O)c2oc3cc(C)c(C)cc3c2C)CC1
  ·, 4, -22, -4, -8, 0.1, 0.4, 3, 2
> Oc1ccc(-c2cn3c(n2)SCC3)cc1O
  21, -5, -6, 2, -2, -1.4, -0.9, 1, 11
> CCOC(=O)c1c(C)n(C)c2ccc(OC)c(NC(=O)CCN3CCC(Cc4ccccc4)CC3)c12
  -32, -36*, 3, -4, 91*, 0.5, 2.4, 9, 12
> CC/C=C/C(=O)N1CC2(CC(c3cccc(NC(=O)CC)c3)=NO2)C[C@H]1C(N)=O (stereo partly drawn)
  -1, -10, ·, -1, -8, -0.4, 0.1, 3, 0
> COc1ccc(C(=O)/C=C/c2cn(CC(O)CN(CC(C)C)CC(C)C)c3ccccc23)cc1OC (stereo not drawn)
  9, -10, ·, -4, ·, -1.2, 1.3, 22, 7
> COc1ccccc1C(=O)NCC(=O)OCC(=O)c1ccc(Cl)s1
  -6, -5, -4, 2, 6, -1.4, -1.0, 4, 2
> CCc1cccc(NC(=O)C2CCN(S(=O)(=O)c3cccc(-c4noc(C)n4)c3)CC2)c1
  -18, 7, -8, -2, ·, -6.1, 0.1, 7, -3
> COc1cc(C(=O)NNC(=O)c2ccc(F)cc2)ccc1OCC(=O)N1CCOCC1
  -2, -7, 5, -1, 0, 0.0, 0.3, 4, 1
> O=C1Nc2ccccc2OC1CC(=O)N1CCOCC1 (stereo not drawn)
  11, -7, ·, ·, 10, -0.8, -0.7, 6, 3
> CCc1ccc(NC(=O)/C(C#N)=C/c2cn(CC(=O)O)c3ccccc23)cc1
  -7, -1, 14, 1, 15, -0.5, 0.2, 0, -4
> C=CCn1c(SCC(=O)Nc2cccc3ccccc23)nc(O)c(CC)c1=O
  -11, 0, -2, -3, 3, 0.8, -0.2, 1, 12
> COc1ccc(N2CCN(C(=O)NCc3ccc(OC)c(Cl)c3)CC2)cc1
  -14, 3, -16, 8, -7, 0.4, -0.6, 5, 9
> CCN1CC2=C(OC(N)=C(C#N)C2c2ccccc2)/C(=C\c2ccccc2)C1 (stereo not drawn)
  -35, -73*, 1, -5, -13, 1.9, 0.2, 2, -2
> COc1ccc(Cl)cc1NC(=O)CN(C)C(=O)C1CC(=O)N(Cc2ccc(C)cc2)C1 (stereo not drawn)
  -15, 8, 4, -6, 4, 1.4, 3.0, 5, -14
> COc1ccccc1NC(=O)CNc1ccc(F)c(Cl)c1
  0, -28, 10, 1, -2, -0.9, -0.2, 9, 3
> Cc1ccccc1-n1cnc2c(sc3nc(N4CCOCC4)c4c(c32)CCCC4)c1=O
  3, 10, -11, 9, 16, 0.3, -1.5, 7, 2
> CC(=O)Nc1nnc(SCC(=O)N2CCN(Cc3ccccc3)CC2)s1
  2, 1, 5, -9, 9, 0.3, -0.4, 1, -1
> CN(CC(=O)Nc1ccc(F)cc1)C(=O)c1cc(-c2cccs2)nn1-c1ccccc1
  ·, -20, -29, -8, ·, ·, 0.6, 7, -5
> O=C(NCc1cccc(F)c1)C1CCC(=O)N(CC2CCCCC2)C1 (stereo not drawn)
  2, -11, -5, -4, 14, 0.2, 0.9, 1, -5
> COc1ccc(Cl)cc1NC(=O)CN(C)C(=O)CCc1nc2ccccc2c(=O)[nH]1
  -1, -3, -9, 2, 1, 0.2, -0.5, 5, 6
> CCCCNC(=O)C1CCC(Cn2c(=O)c3sccc3n(CC(=O)Nc3ccccc3)c2=O)CC1 (stereo not drawn)
  -7, -3, -1, -4, ·, ·, -0.1, 3, 8
> CCCc1cc(=O)oc2c3c(cc(OCC(=O)NCc4ccccn4)c12)OC(C)(C)CC3
  0, -14, ·, 4, -5, 0.4, 0.6, 3, 1
> C=CCS(=O)(=O)c1cccc2cccnc12
  -11, -6, -22, -5, 12, 3.8, 0.4, 2, -8
> COc1ccc(/C=C/C(=O)OCC(=O)Nc2ccc(OC)c(S(=O)(=O)N3CCCCC3)c2)cc1
  0, 6, 1, 2, 2, 1.0, 0.4, 4, 1
> CCC(CC)C(=O)c1c[nH]c(C(=O)NCc2cccs2)c1
  -8, -5, 4, -3, -1, -0.9, -0.9, 4, -3
> CCOc1ccc(NC(=O)C(C)n2c(=O)cc(C)c3c(C)nn(-c4ccccc4)c32)cc1 (stereo not drawn)
  -7, 11, -3, -3, ·, 2.1, 0.6, 0, 3
> O=C(Nn1c(-c2ccc(Cl)cc2)nc2ccccc2c1=O)c1cccnc1Cl
  3, 5, 19, 0, 12, -2.5, 0.0, 0, 2
> O=C(CSc1ccc([N+](=O)[O-])cc1)OCC(=O)N1CCCC1=O
  4, -19, 2, 2, 13, 0.1, -1.4, 4, -9
> O=C(CC1C(=O)NCCN1C(=O)c1ccc(F)cc1)OCc1ccccc1 (stereo not drawn)
  -8, -19, -14, -3, 1, -1.5, 0.0, 2, 5

The list goes on:
The line under a structure holds: D2 PAM, D1 antagonist, RXFP1 antagonist, D1 PAM, D2 antag, D2 agonist, TRHR ag, D1 agonist, TRHR enhancer
> CCOC(=O)CSc1nc2cc3c(cc2c(=O)n1CCCC(=O)NCCc1ccc(OC)c(OC)c1)OCO3
  -10, 2, 0, -3, ·, 0.8, -1.1, 1, -3
> CCCC1(C(=O)OC)NC(c2ccco2)C2C(=O)N(C)C(=O)C21 (stereo not drawn)
  13, -11, -6, 0, -3, 0.6, 0.4, 1, 0
> CCCCOc1ccc(C(C)(O)CCN2CCOCC2)cc1 (stereo not drawn)
  10, 7, -4, -4, -4, -0.7, 0.0, 2, -3
> CC(C)OC(=O)c1ccc2nc3ccccc3nc2c1
  -4, 1, -4, -2, 6, 0.5, -0.6, 6, 20
